Screening data from PubChem BioAssay.
ARFGAP1 inhibitor = rat ARFGAP1 inhibition. inhibition, % at 16.5 µM. actives 0.26% (n = 360,000). Q62848. Arfgap1-stimulated ARF1 GTP hydrolysis, GDP FP detection. AID 651572;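 active = inhibition above a per-plate limit, mean inhibition of low control wells plus 3 SD, cut at about 25% in these data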;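 also: 0% = DMSO wells with enzyme and 100% = wells lacking Arfgap1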
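Material: rat Arfgap1 GAP domain (His6, aa 1-136), purified enzyme. Also added: human ARF1(Δ1-17)-GTP substrate. Compound dosing: 16.5 µM single point, 1.26% DMSO. Timing: enzyme reaction 120 min at 25 °C after 20 min preincubation. Signal: GDP detection by fluorescence polarization. Read-out basis: percent inhibition of GAP-stimulated GDP formation, scaled between DMSO and no-Arfgap1 medians.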
UHRF1 binding = blocks human UHRF1 binding to methylated DNA. Q96T88. UHRF1 binding to methylated oligo, TR-FRET. inhibition, % at 4.4 µM. actives 0.75% (n = 370,000); in the data active = inhibition above about 21%;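 also: UHRF1 SRA domain binding a hemimethylated CpG hairpin DNA probe; 0% = median of test compound wells and 100% = reference inhibitor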
Tn6 DDE FP = disrupts Tn6 cyclic peptide binding to fibrin D-Dimer-E complex; actives 0.21% (n = 370,000); inhibition, % at 8.3 µM; Fibrin DD(E) TRITC-Tn6 fluorescence polarization displacement;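 active = inhibition above a per-campaign cutoff: mean of compounds within control limits plus 3 SD, cut at about 15% in these data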;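 also: 0% = median of all compound wells on the plate and 100% = blocking peptide control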
ADAM17 inh = inhibitors of human ADAM17. P78536. inhibition, % at 6.95 µM. actives 0.83% (n = 370,000). recombinant ADAM17, EDANS/DABCYL FRET peptide cleavage;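 active = inhibition above the mean of compounds lying between control limits plus 3 SD, set per campaign, cut at about 8.5% in these data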;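 also: 0% = DMSO-only wells as the low control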
proKLK7 act = activators of human kallikrein-7 zymogen. P49862. activation, % at 7 µM. actives 0.9% (n = 370,000). purified proKLK7, EDANS-DABCYL substrate fluorescence; 100% is mature enzyme control, 0% vehicle;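 active = activation above the mean of all tested compounds plus 3 SD, computed per campaign excluding outliers beyond control limits, cut at about 13% in these data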
ASAP1 inh = inhibitors of human ASAP1 ArfGAP activity | Q9ULH1 | ASAP1-stimulated ARF1 GTP hydrolysis, GDP FP detection | inhibition, % at 16.5 µM | actives 0.19% (n = 360,000); in the data active = inhibition above about 25%;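 also: 0% = vehicle with enzyme and substrate and 100% = no enzyme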
PLC-gamma1 inh = blocks human PLC-gamma1 enzyme activity. purified PLC-gamma1, fluorogenic substrate, fluorescence. inhibition, % at 12.2 µM. actives 0.84% (n = 370,000). AID 720700; in the data active = inhibition above about 9.5%
Target sequence (P19174 whole entry, looked up): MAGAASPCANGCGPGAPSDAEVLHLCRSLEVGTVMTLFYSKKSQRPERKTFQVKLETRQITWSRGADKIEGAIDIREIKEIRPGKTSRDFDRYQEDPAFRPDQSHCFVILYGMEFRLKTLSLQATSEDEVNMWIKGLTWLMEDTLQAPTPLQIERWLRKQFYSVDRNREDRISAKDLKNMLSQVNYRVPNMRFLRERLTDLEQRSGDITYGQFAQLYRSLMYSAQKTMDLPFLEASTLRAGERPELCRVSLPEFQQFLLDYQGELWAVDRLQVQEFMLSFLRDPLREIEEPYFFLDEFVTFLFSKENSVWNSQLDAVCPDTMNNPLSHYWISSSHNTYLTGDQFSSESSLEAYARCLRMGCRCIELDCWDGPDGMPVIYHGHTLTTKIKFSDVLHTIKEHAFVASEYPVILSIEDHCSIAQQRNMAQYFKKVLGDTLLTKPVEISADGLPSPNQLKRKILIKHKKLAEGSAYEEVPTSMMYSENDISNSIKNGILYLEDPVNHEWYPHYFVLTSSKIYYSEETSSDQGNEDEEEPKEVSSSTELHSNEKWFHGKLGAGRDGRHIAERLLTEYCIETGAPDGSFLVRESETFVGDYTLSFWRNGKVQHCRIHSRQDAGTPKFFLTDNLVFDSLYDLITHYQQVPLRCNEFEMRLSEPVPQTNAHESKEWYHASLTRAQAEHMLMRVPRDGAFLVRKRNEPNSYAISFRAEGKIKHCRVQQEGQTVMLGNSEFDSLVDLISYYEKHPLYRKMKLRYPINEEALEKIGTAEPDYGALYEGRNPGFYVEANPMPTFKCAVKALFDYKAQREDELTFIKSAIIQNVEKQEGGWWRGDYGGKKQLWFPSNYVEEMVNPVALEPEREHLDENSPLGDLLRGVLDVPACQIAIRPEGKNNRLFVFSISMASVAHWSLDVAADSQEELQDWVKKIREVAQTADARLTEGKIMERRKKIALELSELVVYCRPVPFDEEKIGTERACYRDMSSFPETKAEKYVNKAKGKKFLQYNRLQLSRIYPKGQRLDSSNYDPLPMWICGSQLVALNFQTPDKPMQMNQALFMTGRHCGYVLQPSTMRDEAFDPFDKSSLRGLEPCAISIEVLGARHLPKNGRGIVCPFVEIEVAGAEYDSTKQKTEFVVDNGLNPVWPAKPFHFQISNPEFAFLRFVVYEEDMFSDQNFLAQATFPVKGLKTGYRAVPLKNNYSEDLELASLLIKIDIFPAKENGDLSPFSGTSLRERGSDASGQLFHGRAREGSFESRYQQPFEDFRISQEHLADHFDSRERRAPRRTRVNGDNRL
Tn7 DDE FP = DD(E)-Tn7 binding inhibition, primary FP screen; P02675; FP displacement of FITC-Tn7 peptide from fibrin DD(E); 0% = median of compound wells per plate; inhibition, % at 8.3 µM; actives 0.13% (n = 370,000); AID 720508;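 active = inhibition above the mean of compounds falling within the control limits plus 3 SD of them, cut at about 14% in these data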;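 also: 0% = plate median of compound wells and 100% = 10 µM Aha-Tn7 peptide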
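Assay system: Fibrin-DD(E) protein isolated from polymerized human fibrin clots; read-out basis: percent inhibition; medium: Tris/NaCl/CaCl2 buffer, pH 7.8; signal: FP measurement; incubation: 10 min plus 3 h, room temperature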
MBD2 inh = inhibitors of human MBD2 binding to methylated oligonucleotide; Q9UBB5; TR-FRET; inhibition, % at 4.4 µM; actives 0.31% (n = 370,000); AID 686964; in the data active = inhibition above about 13%
PLC-beta3 inh = blocks human PLC-beta3 enzyme activity | Q01970 | Purified PLC-beta3, fluorogenic substrate, fluorescence | inhibition, % at 12.2 µM | actives 0.18% (n = 370,000) | AID 720704; in the data active = inhibition above about 11%;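 also: 0% = median of compound wells on plate and 100% = full blocker control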
An asterisk follows results filed as active; i = inactive; · = no result given.

Preview, two compounds:
#1 CC(C)Cn1c(N)c(C(=O)CSc2ccc3c(c2)OCCO3)c(=O)n(C)c1=O
#2 CCc1ccnc(NS(=O)(=O)c2ccc3c(c2)OCCO3)c1
Assay by compound	1	2
ARFGAP1 inhibitor	-7	3
UHRF1 binding	4	-4
Tn6 DDE FP	-1	6
ADAM17 inh	-4	-4
proKLK7 act	0.6	0.8
ASAP1 inh	5	1
PLC-gamma1 inh	0	-4
Tn7 DDE FP	-6	0
MBD2 inh	6	-5
PLC-beta3 inh	4	-8

Main list, from the start:
#1 CC(C)Cn1c(N)c(C(=O)CSc2ccc3c(c2)OCCO3)c(=O)n(C)c1=O
#2 CCc1ccnc(NS(=O)(=O)c2ccc3c(c2)OCCO3)c1
#3 CCN(CC(=O)Nc1ccc(NC(C)=O)cc1)C(=O)Cc1ccc(S(=O)(=O)N2CCOCC2)s1
#4 O=C(CNC(=O)c1ccco1)Nc1cccc(Cl)c1
#5 Cn1cnnc1SCC(=O)Nc1ccc(Oc2ccccc2)cc1
#6 Cc1ccc(C)c(Cn2nnc3c(=O)[nH]c(C4CCCN(C(=O)c5ccco5)C4)nc32)c1 (stereo not given)
#7 O=c1nc2ccccc2c(NS(=O)(=O)c2ccccc2)n1-c1ccccc1
#8 Nc1ccnc(Oc2ccc(F)cc2)c1
Assay by compound	1	2	3	4	5	6	7	8
ARFGAP1 inhibitor	-7	3	1	15	14	8	1	-6
UHRF1 binding	4	-4	3	0	4	1	-4	3
Tn6 DDE FP	-1	6	2	-4	-1	-2	-2	-2
ADAM17 inh	-4	-4	-3	1	-4	-4	-3	2
proKLK7 act	0.6	0.8	0.3	0.5	-0.2	0.6	-2.5	-0.3
ASAP1 inh	5	1	5	-5	-8	-9	-4	4
PLC-gamma1 inh	0	-4	6	2	1	1	-1	7
Tn7 DDE FP	-6	0	0	0	11	-1	-6	0
MBD2 inh	6	-5	1	-2	0	1	0	-6
PLC-beta3 inh	4	-8	-3	-3	-8	-27	-1	3

#9 O=C(O)CCCCn1c(SCC(=O)Nc2ccccc2C(F)(F)F)nc2ccsc2c1=O
#10 O=C1/C(=C/c2cccnc2)SC(=S)N1N1CCOCC1
#11 CC(=O)c1c(C)oc2ccc(OCc3ccccc3)cc12
#12 COCC(=O)N/N=C\c1cccc(OC)c1OC/C=C/c1ccccc1
#13 N#CC1=C2N=C(N)c3ccccc3N2C2=C(C(=O)CCC2)C1c1ccccc1F (stereo not given)
#14 O=C(Cn1c(CO)nc2ccccc21)NCc1ccc2c(c1)OCO2
#15 CN1CCCCC(NC(=O)c2ccccn2)C1=O (stereo not given)
#16 COc1cc(Cc2nccc3cc(OC)c(OC)cc23)c(NC(C)=O)cc1OC
Assay by compound	9	10	11	12	13	14	15	16
ARFGAP1 inhibitor	-7	3	2	0	9	2	9	1
UHRF1 binding	1	2	-2	0	-4	-2	1	2
Tn6 DDE FP	2	-1	2	4	-3	-6	4	3
ADAM17 inh	-2	2	0	-4	-8	-2	-2	1
proKLK7 act	0.1	-0.5	-0.7	-0.1	-0.2	0.1	0.0	0.1
ASAP1 inh	-1	5	9	1	-5	-3	-4	6
PLC-gamma1 inh	1	-1	4	-28	-91	2	-1	6
Tn7 DDE FP	-3	3	-5	-2	8	-12	3	-14
MBD2 inh	2	-4	1	3	-7	-2	-3	3
PLC-beta3 inh	-2	-5	-7	-50	-112	-7	3	-8

#17 NC(=O)C1CCN(C(=O)Cn2cccc2C(=O)c2ccccc2)CC1
#18 CCOc1cc(/C=N/NC(=O)N/N=C/c2ccc(O)c(OCC)c2)ccc1O
#19 Cc1cccc(NC(=O)c2ccc3c(c2)OCCO3)c1
#20 CC(=O)c1cc(C#N)c(SCc2ccccc2)nc1C
#21 CN(C)c1ccc(C=O)c(Oc2ccccc2)c1
#22 Cc1ccc2oc3ccccc3c(=O)c2c1
#23 O=C(/C=C/c1ccccc1[N+](=O)[O-])NCc1ccncc1
#24 CC(C)N(C(=O)Cn1c(-c2cccnc2)ccc(C#N)c1=O)C(C)C
Assay by compound	17	18	19	20	21	22	23	24
ARFGAP1 inhibitor	-2	16	11	3	4	-10	11	4
UHRF1 binding	-1	-3	4	-1	0	-2	13	2
Tn6 DDE FP	0	-4	-6	7	5	0	-1	6
ADAM17 inh	-2	-2	-3	-3	3	-34	-3	1
proKLK7 act	0.2	0.3	-0.3	1.3	0.6	-2.8	-0.2	-0.7
ASAP1 inh	-4	-4	4	-1	14	-4	18	-9
PLC-gamma1 inh	3	6	6	-5	-1	-4	4	1
Tn7 DDE FP	-8	-8	3	8	-4	-4	2	-6
MBD2 inh	0	-5	7	-5	-2	2	1	2
PLC-beta3 inh	-1	13*	-10	-5	0	-9	-2	-6

#25 CCN1CCc2c(sc(NC(=O)c3ccc4ccccc4c3)c2C(N)=O)C1
#26 CCc1cc(Cn2nc(-c3ccccc3C)cc2C(=O)O)on1
#27 C=CCNC(=O)CSc1nnc(C(CC)N(C)C)n1C1CCCCC1 (stereo not given)
#28 CCc1nnc(NC(=O)C2CCCCC2)s1
#29 CCOC(=O)[C@]12CCC=C1N(CCC1=CCCCC1)C(=O)[C@H](CC(=O)NCCc1ccccc1OC)C2
#30 Clc1ccc(-n2nnnc2-c2cnc3ccccc3c2-c2ccccc2)cc1
#31 COc1cc(C(=O)NCC(=O)N2CCN(S(=O)(=O)c3ccccc3C(F)(F)F)CC2)cc(OC)c1OC
#32 CC1=C(SCCC#N)S/C(=C2\SC(C)=C(SCCC#N)S2)S1
Assay by compound	25	26	27	28	29	30	31	32
ARFGAP1 inhibitor	6	2	16	-6	6	3	1	5
UHRF1 binding	4	1	4	3	-2	4	18	-13
Tn6 DDE FP	2	-3	-5	-3	4	10	8	2
ADAM17 inh	-3	-1	-4	-3	-1	1	0	-4
proKLK7 act	-149	0.3	-0.1	-0.3	0.5	-0.1	-0.3	-0.8
ASAP1 inh	-5	14	8	7	3	-3	-8	-2
PLC-gamma1 inh	-344	-3	-2	0	1	3	5	-4
Tn7 DDE FP	-3	-6	-1	-8	-1	4	-5	0
MBD2 inh	-2	2	6	2	-2	5	0	-6
PLC-beta3 inh	i	-1	-8	-4	1	-4	-3	-6

#33 O=c1[nH]c(SCc2ccccc2)nnc1-c1ccccc1
#34 COC(=O)c1sccc1NC(=O)c1cc(-c2ccc(C)cc2)nc2ccccc12
#35 COCCCN1C(=O)C(CC(=O)NCCCCc2ccccc2)CC(C(=O)N2CCOCC2)=C1C (stereo not given)
#36 Cc1nn(Cc2ccccc2)c(Cl)c1C(=O)OCc1nnc(-c2ccc(Cl)cc2)o1
#37 Nc1nnc(SCCOc2cccc(Br)c2)s1
#38 NC(=NCCc1c[nH]c2ccccc12)NS(=O)(=O)c1ccc2ccccc2c1
#39 CC(C)CNc1nnnc2c1sc1nc(N3CCOCC3)c3c(c12)CC(C)(C)SC3
#40 O=C(C[C@@H]1C/C=C\CC[C@@H](Cc2ccc(F)cc2)C(=O)OC[C@@H]2CCCN2C1=O)NCCO
Assay by compound	33	34	35	36	37	38	39	40
ARFGAP1 inhibitor	3	-1	-1	-7	6	9	13	3
UHRF1 binding	-1	1	-1	-2	-3	-1	4	0
Tn6 DDE FP	-2	6	0	-1	-3	-1	7	-1
ADAM17 inh	-3	-2	-2	-1	-2	9.9*	1	-6
proKLK7 act	0.3	-0.3	0.7	0.5	-0.3	0.3	-1.4	-1.0
ASAP1 inh	-9	4	-9	-2	-3	13	5	-8
PLC-gamma1 inh	6	1	3	0	2	0	-8	2
Tn7 DDE FP	-3	1	2	0	-5	0	-1	2
MBD2 inh	-6	-2	1	0	1	-6	-3	-5
PLC-beta3 inh	5	3	2	-4	3	1	-11	1

#41 Cc1ccccc1C(=O)N1CCC(C(=O)Oc2ccc(C#N)cc2)CC1
#42 Cc1ccc(S(=O)(=O)NCc2cccnc2)s1
#43 Cc1ccc(-c2c(C(=O)Nc3ccccc3C)c(C)[nH]c(=S)c2C#N)o1
#44 COc1ccc(S(=O)(=O)N2CCOCC2)cc1N(C)S(=O)(=O)c1ccc(C)cc1
#45 C/C(CC(=O)NCc1ccco1)=N\NC(=O)COc1ccc(C)cc1
#46 CC(C)Oc1ccc(C(=O)OCC(=O)NC2CCCCCC2)cc1
#47 Cc1nc(C(C)NC(=O)CCc2nnc(Cc3c[nH]c4ccccc34)o2)cs1 (stereo not given)
#48 CN1C(=O)CC(Sc2ncccc2C(=O)O)C1=O (stereo not given)
Assay by compound	41	42	43	44	45	46	47	48
ARFGAP1 inhibitor	3	15	11	10	-4	1	2	5
UHRF1 binding	0	-2	1	3	10	-1	3	3
Tn6 DDE FP	-6	3	2	-6	2	-4	-3	5
ADAM17 inh	-4	2	-5	2	0	3	-2	-2
proKLK7 act	-0.6	0.3	-0.7	-1.2	-0.2	0.7	0.4	0.2
ASAP1 inh	5	6	1	12	2	-6	1	5
PLC-gamma1 inh	1	0	-64	3	-4	-2	-2	0
Tn7 DDE FP	6	-3	-6	1	3	6	-6	3
MBD2 inh	0	1	1	-2	4	4	0	3
PLC-beta3 inh	-5	0	-77	-3	-2	-10	-4	-2

#49 Cc1cccc(NC(=O)NCCCN2CCN(c3ccc(F)cc3)CC2)c1
#50 Cc1sc(NC(=O)c2ccco2)c(CN2CCN(c3ccccc3)CC2)c1C
#51 Cc1nc2ccccc2c(=O)n1/N=C/c1ccncc1
#52 CC(C)CN(C(=O)CSc1nc2ccccc2c(=O)n1C)C1CCS(=O)(=O)C1 (stereo not given)
#53 CCCCn1c(=O)[nH]c(=O)c2c1nc(COC(=O)c1c(C)noc1C)n2CCC
#54 S=c1[nH]nc(COc2ccccc2)n1/N=C/C=C/c1ccco1
#55 COc1ccc(S(=O)(=O)N2CCCC2CNC(=O)c2cccc(OC)c2)cc1 (stereo not given)
#56 CCN(CC(=O)Nc1ccc(NC(C)=O)cc1)C(=O)CCN1C(=O)C2CC=CCC2C1=O (stereo not given)
Assay by compound	49	50	51	52	53	54	55	56
ARFGAP1 inhibitor	·	4	3	-1	8	-5	-7	-9
UHRF1 binding	-1	-1	-2	9	3	14	2	1
Tn6 DDE FP	6	-2	3	5	3	-7	4	-3
ADAM17 inh	0	5	-1	-1	-6	-7	-19	0
proKLK7 act	-0.1	0.2	0.0	0.1	-0.3	-0.4	0.0	0.4
ASAP1 inh	·	-1	-4	6	-10	2	-18	4
PLC-gamma1 inh	3	-9	-1	-2	-3	-3	2	2
Tn7 DDE FP	-4	3	8	1	2	-3	-4	-8
MBD2 inh	-1	4	-10	-2	5	7	4	-2
PLC-beta3 inh	2	-12	2	-3	-2	-15	-6	-4

Some of the entries so far, bar-delimited.
item | canonical_smiles | ARFGAP1 inhibitor | UHRF1 binding | Tn6 DDE FP | ADAM17 inh | proKLK7 act | ASAP1 inh | PLC-gamma1 inh | Tn7 DDE FP | MBD2 inh | PLC-beta3 inh
22 | Cc1ccc2oc3ccccc3c(=O)c2c1 | -10 | -2 | 0 | -34 | -2.8 | -4 | -4 | -4 | 2 | -9
44 | COc1ccc(S(=O)(=O)N2CCOCC2)cc1N(C)S(=O)(=O)c1ccc(C)cc1 | 10 | 3 | -6 | 2 | -1.2 | 12 | 3 | 1 | -2 | -3
38 | NC(=NCCc1c[nH]c2ccccc12)NS(=O)(=O)c1ccc2ccccc2c1 | 9 | -1 | -1 | 9.9* | 0.3 | 13 | 0 | 0 | -6 | 1

No enrichment for hits; about 4.1% have a hit in one of these screens.
